ERa SRC1 pot: enhancers of ERα–SRC-1 coactivator binding, primary screen, biochemical, TR-FRET, ERα LBD, low estradiol; Estrogen receptor (Homo sapiens), P03372; TR-FRET ERalpha-LBD/SRC-Cy5 coactivator binding, 2 h; 100 = basal binding, no effect; coactivator binding (% of control), % at 25.6 µM; actives 1.3% (n = 86,000); in the data active = activity above about 200%;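 also: binding measured in presence of low estradiol as agonist stimulus; 0% = peptide alone without receptor and 100% = receptor with peptide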
MT1-MMP txn act: MT1-MMP promoter reporter activation – cell-based, luciferase luminescence, primary screen. actives 0.16% (n = 86,000). AID 750, 2007. activation factor at 10 µM. HT1080 MT1-MMP promoter luciferase reporter, overnight; stronger effect = higher value;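 active = activation factor of at least 2 for MT1-MMP transcription at 10 µM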
sEH inhibitor: soluble epoxide hydrolase inhibitors, primary screen, biochemical, human sEH; Bifunctional epoxide hydrolase 2 (Homo sapiens), P34913; recombinant human sEH enzymatic activity assay; inhibition, % at 2 µM; actives 0.34% (n = 91,000); in the data active = inhibition above about 80%; also: values of inactives mirror those of a sister screen read the other way; many of its hits are not listed in these tables
sEH activator: soluble epoxide hydrolase activators, primary screen, biochemical, human sEH; actives 0.04% (n = 91,000); purified human sEH enzymatic activity, activator screen; activation, % at 2 µM; in the data active = activation above about 37%; also: values of inactives mirror those of a sister screen read the other way
CD11b adhes enh: enhancers of CD11b/CD18 adhesion to fibrinogen, primary screen, K562 cells, luminescence; Integrin beta-2 (Homo sapiens) + Integrin alpha-M (Homo sapiens), P05107+P11215; ATPlite luminescence; activation, % at 10 µM; actives 0.07% (n = 93,000);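 active = 10 µM primary screen giving 50% or more activity, confirmed by 40% or more on retest at that dose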; also: strong numbers were not always called active; reference of the scale not given here
Target sequence (P05107 whole entry, looked up, other chains not shown): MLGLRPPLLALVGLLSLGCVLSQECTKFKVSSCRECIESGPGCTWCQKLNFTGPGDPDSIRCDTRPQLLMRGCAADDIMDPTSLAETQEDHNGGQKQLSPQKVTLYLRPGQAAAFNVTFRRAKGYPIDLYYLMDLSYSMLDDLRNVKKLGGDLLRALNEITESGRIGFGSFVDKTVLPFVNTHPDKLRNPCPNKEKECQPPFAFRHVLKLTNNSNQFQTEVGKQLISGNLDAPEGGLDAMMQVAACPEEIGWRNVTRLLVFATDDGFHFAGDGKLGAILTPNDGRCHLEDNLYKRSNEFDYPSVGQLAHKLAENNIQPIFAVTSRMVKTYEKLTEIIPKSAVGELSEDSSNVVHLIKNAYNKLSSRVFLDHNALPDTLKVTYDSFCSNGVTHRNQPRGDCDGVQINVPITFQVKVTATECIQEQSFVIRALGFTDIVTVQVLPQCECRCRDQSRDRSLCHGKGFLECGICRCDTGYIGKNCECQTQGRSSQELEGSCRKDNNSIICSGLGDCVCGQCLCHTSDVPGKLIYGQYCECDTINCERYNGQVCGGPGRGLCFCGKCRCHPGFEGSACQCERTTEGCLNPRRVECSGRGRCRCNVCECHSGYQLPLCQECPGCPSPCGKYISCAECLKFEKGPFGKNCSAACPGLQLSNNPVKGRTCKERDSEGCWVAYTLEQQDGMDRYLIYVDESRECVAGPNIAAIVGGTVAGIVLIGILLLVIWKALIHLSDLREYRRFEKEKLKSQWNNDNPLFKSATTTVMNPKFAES
ERb SRC1 inh: inhibitors of ERβ-SRC1 coactivator interaction, primary screen, biochemical, TR-FRET, ERβ LBD, SRC-1 peptide; TR-FRET ER-beta LBD / SRC1-Cy5 peptide binding; receptor agonist-loaded with 1 µM estradiol; inhibition, % at 25.6 µM; actives 1.3% (n = 86,000); AID 633, 2007;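 active = compounds whose percent inhibition of the receptor-coactivator binding signal exceeds about 50% in the single-dose screen, limit read from the data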;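 also: 0% = receptor plus peptide wells without compound and 100% = peptide-only wells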
Mac1 fbg inh: inhibitors of CD11b/CD18 adhesion to fibrinogen, primary screen, K562 cells, luminescence | actives 0.54% (n = 93,000) | ATPlite luminescence; Mn2+ added to activate the integrin | inhibition, % at 10 µM;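 active = primary inhibition of 50% or more at 10 µM, then 40% or more on retest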; also: some results filed as inactive read as strong as hits
Candida biofilm: clotrimazole potentiators killing Candida biofilms, primary screen, with clotrimazole, Alamar Blue. inhibition, % at 6 µM. AID 834, 2007. C. albicans biofilm + clotrimazole. actives 0.14% (n = 85,000);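 active = inhibition above 20%; inactive = inhibition below 20%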;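 also: preformed 24 hr biofilms exposed to compound for 48 hr; 0% = biofilm without compound and 100% = blank killed by clotrimazole plus chlorhexidine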
Smad3 FoxH1 inh: Smad3/FoxH1 peptide binding inhibitors, primary screen, biochemical, TR-FRET; Mothers against decapentaplegic homolog 3 (Homo sapiens), P84022; actives 0.29% (n = 88,000); TR-FRET Smad3/Dy647-FoxH1 peptide binding, europium anti-His; AID 630, 2007; inhibition, % at 25 µM;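 active = compounds that reduce the energy-transfer binding signal between the protein and its labelled peptide by more than half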;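 also: 0% = Smad3 plus labelled peptide maximal FRET and 100% = peptide-only background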
Starred values were filed as active, the others as inactive; x = not tested or not shown; [ ] = dose if it differs, or a comment. A portion of the library; rates above refer to the full screens.

SMILES | ERa SRC1 pot | MT1-MMP txn act | sEH inhibitor | sEH activator | CD11b adhes enh | ERb SRC1 inh | Mac1 fbg inh | Candida biofilm | Smad3 FoxH1 inh
CCCOc1ccccc1C(=O)N(Cc1ccco1)C1CCS(=O)(=O)C1 (stereo unspecified) | x | x | -6.3 | 6.0 | -2.6 | x | -15.7 | x | x
CCCCCCOc1ccc(N2C(=O)CC(S/C(N)=N/N=C(\C)c3cccs3)C2=O)cc1 (stereo unspecified) | x | x | 5.7 | -5.7 | 1.8 | x | 1.5 | x | x
COc1ccc2oc(C)c(C(=O)Cn3ccnc3)c2c1 | 116.7 | 1.1 | 10.8 | -6.0 | 6.8 | 7.8[fluorescence artefact?] | -36.6 | -0.5 | -14.2
O=C(Cn1cccc1C(=O)c1ccccc1)NCc1cccs1 | 119.7 | 1.3 | 1.5 | -2.7 | x | -2.4 | x | 4.6 | 6.6[fluorescence artefact?]
C1CCN=C(Nc2nc3c(s2)CCCC3)CC1 | 107.4 | 1.7 | -4.1 | 8.1 | 2.1 | -1.7 | 1.7 | 11.9 | 6.3
COC(=O)c1cc2n(n1)CCN(Cc1ccc(F)cc1)C2=O | x | x | 13.4 | -11.6 | 0.6 | x | -13.3 | x | x
Cc1ccc(-c2onc3ccc(C4(C)OCCO4)cc23)cc1 | 102.7 | 1.2 | -4.6 | 4.9 | -3.0 | -7.8 | -4.4 | 4.3 | 2.0
CCOC(=O)C1=C(C)OC(N)=C(C#N)C1c1ccoc1 (stereo unspecified) | 106.3 | 1.2 | x | x | 0.3 | 2.3 | -25.2 | 1.5 | 5.0
Cc1cccc(-n2c(C)nc3c(cnn3-c3ccc(F)cc3)c2=O)c1 | 123.6 | 1.3 | -22.5 | 22.0 | -5.1 | 3.5[fluorescence artefact?] | 9.9 | 2.8 | 2.2
Cc1cc(C(F)(F)F)nn1CC(=O)Nc1ccc(Br)c2cccnc12 | 108.2 | 1.8 | 7.3 | -6.8 | x | 8.2 | x | 7.1 | -1.7
CCN1C(=O)/C(=C\N(C)C)c2ccccc21 | 94.9 | 1.1 | -2.5 | 4.0 | x | -0.4 | x | 11.8 | 11.5
COC(=O)c1ccc2c(c1)C(=O)N(C1CCCCC1)C2=O | 99.5 | 1.2 | 0.6 | 2.0 | -1.8 | -6.2 | -6.5 | 6.5 | 6.8
COc1ccc(CNC(=O)C2CCN(S(=O)(=O)c3c(C)n[nH]c3C)CC2)cc1 | 101.1 | 1.1 | x | x | -0.3 | 2.9[fluorescence artefact?] | 5.2 | -5.9 | -5.7
O=C(NCc1ccccn1)c1cn(Cc2ccccc2)nn1 | 106.3[fluorescence artefact?] | 1.2 | 12.4 | -12.2 | -1.4 | -33.4 | -15.3 | 10.1 | 6.3
CSc1nc(=NC(C)=O)ss1 | 87.1[fluorescence artefact?] | 1 | 3.1 | -7.2 | 13.1 | 2.0 | -30.8 | -1.2 | -4.4

The closing 4 entries of the part before are carried over, then new ones follow.
SMILES | ERa SRC1 pot | MT1-MMP txn act | sEH inhibitor | sEH activator | CD11b adhes enh | ERb SRC1 inh | Mac1 fbg inh | Candida biofilm | Smad3 FoxH1 inh
COC(=O)c1ccc2c(c1)C(=O)N(C1CCCCC1)C2=O | 99.5 | 1.2 | 0.6 | 2.0 | -1.8 | -6.2 | -6.5 | 6.5 | 6.8
COc1ccc(CNC(=O)C2CCN(S(=O)(=O)c3c(C)n[nH]c3C)CC2)cc1 | 101.1 | 1.1 | x | x | -0.3 | 2.9[fluorescence artefact?] | 5.2 | -5.9 | -5.7
O=C(NCc1ccccn1)c1cn(Cc2ccccc2)nn1 | 106.3[fluorescence artefact?] | 1.2 | 12.4 | -12.2 | -1.4 | -33.4 | -15.3 | 10.1 | 6.3
CSc1nc(=NC(C)=O)ss1 | 87.1[fluorescence artefact?] | 1 | 3.1 | -7.2 | 13.1 | 2.0 | -30.8 | -1.2 | -4.4
CC(C)C(C(=O)NCc1ccco1)N(C(=O)CNS(=O)(=O)c1ccc(Cl)cc1)C1CCCC1 (stereo unspecified) | 89.7 | 1.1 | 26.7 | -25.6 | -2.2 | -0.5 | 9.5 | 5.3 | -7.4
Cc1cc(C)c(NC(=O)CCCOC(=O)C2=COCCO2)c(C)c1 | 103.0 | 1.2 | 2.2 | -2.7 | -2.5 | -3.3 | -2.6 | x | 2.8
O=C(NC(C(=O)NCCN1CCOCC1)C12CC3CC(CC(C3)C1)C2)C1CCCCC1 (stereo unspecified) | 117.2 | 1 | 1.7 | -1.9 | 1.2 | -5.7[fluorescence artefact?] | -5.8 | -1.1 | 2.6
C=CCN(C(=O)c1cccc(S(=O)(=O)N2CCN(C)CC2)c1)c1nc(-c2ccccc2)cs1 | x | x | 3.5 | -2.0 | -1.8 | x | 26.0 | x | x
CCOc1ccc(S(=O)(=O)NCCOC)cc1C | 125.2 | 1.2 | 6.9 | -5.0 | 1.0 | 0.8[fluorescence artefact?] | -2.3 | 3.8 | -7.0
CCCc1cc(N2CCCC(C(=O)NCc3ccc4c(c3)OCO4)C2)n2ncnc2n1 (stereo unspecified) | 107.3 | 1.2 | x | x | -5.2 | -1.1[fluorescence artefact?] | 8.1 | -3.2 | 7.1
CCCCS(=O)(=O)Nc1ccc2ncn(C)c(=O)c2c1 | 85.0 | 1 | 28.3 | -26.1 | -0.6 | -4.8 | -5.5 | 8.7 | -4.1
CC(C)(C)n1nnnc1C(c1ccncc1)N1CCCCCC1 (stereo unspecified) | 99.8 | 1.1 | -1.3 | 1.4 | 2.6 | 10.0 | -11.6 | 6.3 | -2.1
Cn1c(=O)oc2cc(S(=O)(=O)N3CCC(C(=O)NCc4ccc(F)cc4)CC3)ccc21 | 106.7 | x | 10.5 | -12.8 | 2.0 | -3.2 | 3.5 | 7.9 | 8.2
O=C1C(c2ccc(F)cc2)N(C2CCCCC2)C(=O)CN1C1CCCC1 (stereo unspecified) | 115.8 | 1.1 | 5.3 | -5.2 | x | -13.2 | x | 2.7 | -1.6
COc1ccc(C(C)=O)cc1COC(=O)c1cc(C)oc1C | 86.6 | 0.9 | -0.1 | 4.2 | -0.5 | 2.7 | 0.6 | -0.8 | 9.2
O=C(Nc1nc(-c2ccccc2)cs1)c1cccc(S(=O)(=O)N2CCN(Cc3ccccc3)CC2)c1 | 148.2[fluorescence artefact?] | 1.1 | 1.7 | -4.6 | -1.7 | -8.8[fluorescence artefact?] | 4.5 | 7.3 | -2.7
CCOC(=O)N1CCC(N2C(=O)c3ccc(C(=O)O)cc3C2=O)CC1 | 96.1 | 1.2 | -10.9 | 11.5 | -1.5 | 9.3 | -11.5 | 3.6 | 2.4
O=C(c1ccccc1-c1nc(-c2ccc(F)cc2)no1)N1CCCC1 | 100.8 | 1.2 | 11.8 | -13.9 | 3.6 | -2.1 | -20.3 | -2.9 | 9.2
COc1ccccc1OCCCCCc1c(C)n[nH]c1C | 116.8 | 1 | 2.5 | -2.2 | -7.7 | -5.3 | 61.9* | 4.7 | 1.8

Filtered by structure: the entries above containing a thiophene ring, fused or not
SMILES | ERa SRC1 pot | MT1-MMP txn act | sEH inhibitor | sEH activator | CD11b adhes enh | ERb SRC1 inh | Mac1 fbg inh | Candida biofilm | Smad3 FoxH1 inh
CCCCCCOc1ccc(N2C(=O)CC(S/C(N)=N/N=C(\C)c3cccs3)C2=O)cc1 (stereo unspecified) | x | x | 5.7 | -5.7 | 1.8 | x | 1.5 | x | x
O=C(Cn1cccc1C(=O)c1ccccc1)NCc1cccs1 | 119.7 | 1.3 | 1.5 | -2.7 | x | -2.4 | x | 4.6 | 6.6[fluorescence artefact?]

The results go on.
SMILES | ERa SRC1 pot | MT1-MMP txn act | sEH inhibitor | sEH activator | CD11b adhes enh | ERb SRC1 inh | Mac1 fbg inh | Candida biofilm | Smad3 FoxH1 inh
COC(=O)CNC(c1ccccc1)c1cc(C)ccc1NC(=O)CNC(=O)OCc1ccccc1 (stereo unspecified) | x | x | 4.7 | -2.9 | -4.0 | x | -7.4 | x | x
COCC(=O)Nc1ccccc1NC(C)=O | 133.7 | 1.1 | 5.1 | -7.2 | 4.5 | -15.2 | -46.5 | 8.6 | -0.2
Cc1cc(C)n(-c2nc(-c3ccccc3)cs2)n1 | 97.6 | 1.8 | 2.5 | -1.6 | -1.9 | -2.9 | 11.9 | 4.7 | 16.4
Cn1c(SCCOc2cccc(Cl)c2)nnc1-c1ccncc1 | 105.0 | 1.2 | x | x | x | -1.5 | x | 4.1 | -1.8
CN(C(=O)c1ccncc1)C1CCS(=O)(=O)C1 (stereo unspecified) | 97.0 | 1.1 | -3.2 | 7.4 | -3.6 | 7.1 | -8.7 | 5.3 | 3.1
Cc1ccc(C)c2[nH]c(=O)c(CCNC(=O)c3cc4ccccc4o3)cc12 | 130.3[fluorescence artefact?] | 1.1 | x | x | -3.6 | -5.8[fluorescence artefact?] | 15.4 | 17.2 | -5.3
C=CCSc1nnc(CSc2nc3sc4c(c3c(=O)[nH]2)CCCC4)n1-c1ccccc1 | 75.2 | 1.1 | -4.1 | 4.7 | 1.5 | 9.3 | 10.3 | x | 6.5
CCn1c(=O)c(C2=NS(=O)(=O)c3ccccc3N2)c(O)c2ccccc21 | 111.5 | 1.1 | x | x | -3.7 | -3.1 | 1.8 | 7.8 | 3.5
Cc1cc2nncn2c2ccccc12 | 103.7[fluorescence artefact?] | 1.2 | -13.1 | 9.2 | -3.8 | -19.9 | 26.6 | 5.2 | -3.9
CCc1ccc(NC(=O)CSc2nc3cc(C(=O)OC)ccc3c(=O)n2Cc2ccco2)cc1 | 100.1 | 1.2 | -19.8 | 19.8 | 17.0 | 31.1[fluorescence artefact?] | -6.9 | 5.3 | 4.3[fluorescence artefact?]
O=C(NCc1ccccc1)c1ccc(C(=O)N(C2CCCCC2)C2CCCCC2)cc1 | 75.9 | x | 13.4 | -13.3 | 0.2 | 5.5 | -20.4 | 75.7* | -3.4
Cc1noc(/C=C/NCc2cccnc2)c1S(=O)(=O)N(C)CC(=O)N1CCc2ccccc21 | 87.3 | 1.1 | -4.8 | 3.9 | -2.3 | 10.4 | -2.0 | 11.2 | -6.3
COc1ccc(-c2nc(CS(=O)CC(=O)NCC3CCCO3)c(C)o2)cc1 (stereo unspecified) | 122.5 | 1.2 | 0.9 | -1.9 | -0.7 | -6.4 | -11.5 | 5.0 | 1.2
FC(F)(F)Oc1ccc(Nc2nc3ccccc3o2)cc1 | 95.0 | 2.2* | x | x | 2.1 | -2.9 | -1.8 | 2.0 | -8.1
CN(c1ccccc1)c1ccc(/C=c2\s/c(=C(/C#N)C(=O)C(C)(C)C)n(Cc3ccco3)c2=O)cc1 | x | 1 | 7.7 | -8.8 | 47.7 | x | -1.4 | x | x
CCCNS(=O)(=O)c1ccc(OCC(=O)NCCCOC)cc1 | 97.0 | 1 | 1.6 | 1.3 | x | -5.5 | x | 8.9 | 1.6
O=C(O)CCN1C(=O)/C(=C/c2ccc(-c3nc4ccccc4s3)o2)SC1=S | x | x | -18.3 | 19.4 | 85.9 | x | 64.1* | x | x
CCN(CC)S(=O)(=O)c1cc(C(=O)Nc2ccccn2)ccc1C | 123.9 | 0.9 | 4.5 | -1.9 | -3.2 | -4.0 | 15.6 | 2.7 | 1.6
CN(C)c1ccnc2sc(C(=O)NCc3ccccc3)c(N)c12 | 107.6 | 1.4 | -21.4 | 22.7 | -1.1 | 3.1[fluorescence artefact?] | 7.1 | 9.8 | -0.2
Cc1cc(Cl)c(S(=O)(=O)NCc2cccnc2)cc1OCC(N)=O | 85.0 | 1.2 | 10.2 | -9.1 | -0.3 | -2.2 | -6.6 | 2.5 | 9.2

Screening results as filed in PubChem.
